HTR1E antagonist: 5-HT1E (human) receptor antagonism. P28566. CHO 5-HT1E Ga15 NFAT-bla reporter, FRET, antagonist. inhibition, % at 6 µM. actives 0.99% (n = 65,000). AID 571;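 active means inhibition above a set limit, the mean inhibition across every tested compound plus 3 SD, cut at about 29% in these data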;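 further: signal is the 460 over 535 nm emission ratio of beta-lactamase substrate; 0% = agonist plus DMSO wells and 100% = wells without agonist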
M1 ag: agonists of M1 muscarinic receptor; CHO-M1 cells, Fluo-4 calcium fluorescence, agonist mode; hits give high values; B-score at 10 µM; actives 3% (n = 64,000); AID 626;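 active means fluorescence rise, raw or as B-score row- and column-corrected plate score, outside the 99.7% band of its plate's samples, either direction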
S1P1 ag pot: S1P1 (human) agonism or agonism potentiation; actives 0.57% (n = 56,000); activation, % at 9.5 µM; P21453; S1P1 CRE-bla cells, forskolin, beta-lactamase FRET, potentiator mode; S1P1 agonist co-added at EC20, 2 nM; 100% = saturating reference agonist, 0% = basal;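 active means activation above a cutoff set at the mean activation of all tested compounds plus 3 SD, cut at about 54% in these data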;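 further: forskolin at 4 µM as EC80 and the EC20 agonist is SEW2871; 100% = SEW2871 at its EC100 plus forskolin at EC80; some compounds past the cut are filed as inactive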
S1P3 ag: S1P3 (human) receptor agonism | actives 0.1% (n = 60,000) | activation, % at 4.5 µM | Q99500 | S1P3 NFAT-BLA reporter cells, FRET ratio; relative to 1 µM S1P, basal subtracted | AID 373;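 active means activation above the screen-wide mean plus 3 SD, cut at about 4.5% in these data, passing the limit was not always enough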; further: some compounds called inactive have numbers as strong as hits
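Material: Human S1P3 NFAT-BLA reporter CHO cells | Incubation: Overnight plating, 4 h compound 37 °C, 2 h substrate RT | Signal: FRET β-lactamase substrate fluorescence, excitation 405 nm, 460/535 nm emission ratio, background-subtracted | Compound: 4.5 µM final, single dose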
5-HT1A blocker: 5-HT1a (human) receptor antagonism | P08908 | CHO 5-HT1a Ga15 NFAT-bla reporter, antagonist mode | inhibition, % at 10 µM | actives 0.68% (n = 62,000);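 active means inhibition above the mean of all tested compounds plus 3 SD, cut at about 43% in these data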;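 further: receptor stimulated by 5-CT agonist at 100 nM near EC80; beta-lactamase reporter measured by ratiometric fluorescence of a cleavable substrate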
Target sequence (P08908 whole entry, looked up): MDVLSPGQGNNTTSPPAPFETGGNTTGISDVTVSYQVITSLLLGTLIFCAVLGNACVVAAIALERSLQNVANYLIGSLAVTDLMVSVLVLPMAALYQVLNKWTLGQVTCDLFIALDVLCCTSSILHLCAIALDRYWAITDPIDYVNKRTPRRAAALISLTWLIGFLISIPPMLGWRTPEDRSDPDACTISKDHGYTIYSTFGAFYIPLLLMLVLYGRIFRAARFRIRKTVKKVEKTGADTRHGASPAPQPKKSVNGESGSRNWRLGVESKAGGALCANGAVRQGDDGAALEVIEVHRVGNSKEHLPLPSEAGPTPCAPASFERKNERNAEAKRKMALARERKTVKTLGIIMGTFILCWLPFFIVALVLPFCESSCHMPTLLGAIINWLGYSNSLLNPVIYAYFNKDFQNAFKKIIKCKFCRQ
M1 antag: antagonists of rat M1 muscarinic receptor; P08482; actives 3.4% (n = 64,000); CHO-M1 cells, Fluo-4 calcium, ACh EC80 antagonist mode; hits give low values; B-score at 10 µM;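 active means calcium fluorescence response, raw or row-and-column corrected B-score, differing from the plate sample mean either way at a set confidence level, mostly lower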
Target sequence (P08482 whole entry, looked up): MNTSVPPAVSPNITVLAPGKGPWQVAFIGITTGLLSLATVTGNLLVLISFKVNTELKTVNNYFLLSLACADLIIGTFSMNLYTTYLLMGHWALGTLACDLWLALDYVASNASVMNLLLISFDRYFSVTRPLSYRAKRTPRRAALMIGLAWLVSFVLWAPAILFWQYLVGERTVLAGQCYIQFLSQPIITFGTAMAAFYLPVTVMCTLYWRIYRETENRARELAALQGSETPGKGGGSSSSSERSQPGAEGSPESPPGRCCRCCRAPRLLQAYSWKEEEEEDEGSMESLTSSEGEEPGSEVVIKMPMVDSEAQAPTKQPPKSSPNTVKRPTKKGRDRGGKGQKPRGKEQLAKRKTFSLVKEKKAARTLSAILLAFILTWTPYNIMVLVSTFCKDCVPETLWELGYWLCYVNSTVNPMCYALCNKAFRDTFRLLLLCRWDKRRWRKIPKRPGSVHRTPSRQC
HTR1E agonist: 5-HT1E (human) receptor agonism; activation, % at 6 µM; CHO 5-HT1E Ga15 NFAT-bla reporter, FRET; 0% DMSO wells, 100% control agonist wells; actives 0.69% (n = 65,000); AID 574; P28566;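 active means activation above a set limit, the screen-wide mean activation plus 3 SD, cut at about 8.5% in these data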;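 further: 100% = positive control agonist at 1 µM giving full maximal response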
5HT1a ag: activates the human 5-HT1a serotonin receptor; P08908; CHO 5-HT1a Ga15 NFAT-bla reporter, FRET ratio; 0% basal, 100% maximal reference agonist; activation, % at 10 µM; actives 0.56% (n = 65,000); AID 567;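 active means activation above the screen-wide mean activation plus 3 SD, cut at about 19% in these data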;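 further: 0% = DMSO wells and 100% = 5-CT at EC100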
Jurkat tox 60K: cytotoxic compounds reducing Jurkat cell viability. Jurkat E6.1 viability, ATP luminescence, 48 h. inhibition, % at 4 µM. actives 1.2% (n = 56,000). AID 463;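 active means inhibition above the mean inhibition of all tested compounds plus 3 SD, cut at about 28% in these data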
* marks the source's active call; other numbers are inactive results; . = no result given.

SMILES	HTR1E antagonist	M1 ag	S1P1 ag pot	S1P3 ag	5-HT1A blocker	M1 antag	HTR1E agonist	5HT1a ag	Jurkat tox 60K
C=CCn1c(Sc2nncn2C)nc2c1c(=O)[nH]c(=O)n2C	-3	0.56	-9	0.3	-5	-0.88	-0.8	-1.7	1
O=C(O)c1ccc(OCC(O)Cn2cnc3ccccc32)cc1 (configuration not stated)	-11	0.56	-3	-0.4	3	-0.52	9.3*	0.3	7
O=C(C1CCCN(S(=O)(=O)c2ccc(Br)s2)C1)N1CCCCCC1 (configuration not stated)	2	-0.72	.	.	6	0.075	-1.1	37*	.
CC1=C(C#N)C(=O)N(C)C(C)(C)C1	-9	19*	-16	0.9	-8	-0.018	1.5	-3.6	-9
O=S(=O)(NCc1cn2ccsc2n1)c1cccs1	0	0.43	-36	-0.5	2	0.2	-0.4	-4.7	-2
CCOc1ccc(C(c2nnnn2Cc2ccccc2)N2CCN(C(=O)c3ccco3)CC2)cc1 (configuration not stated)	8	0.49	0	-0.6	18	0.9	-0.9	-0.4	3
Nc1cc(Cl)ccc1N1CCOCC1	-3	-0.061	-22	0.1	1	-1.3	-0.7	0.0	-4
COC(=O)C1=C(C)N=C2SC(C)C(=O)N2C1c1cccs1 (configuration not stated)	-2	-0.73	-3	9.1	.	-2.1	-0.6	0.3	.
CCC(C)(C(=O)NC1CCCCC1)N(C(=O)C1CCC(=O)N1)c1ccc(C)cc1 (configuration not stated)	-12	1.2	.	.	-1	0.84	1.2	-0.5	.
CCCOc1ccc(C(=O)c2nc3c(n2O)CCCC3)cc1	3	-1.5	-10	0.3	-6	-0.1	-0.4	-2.2	0
CCOC(=O)N1CCC(NC(=O)c2sc(-n3cccc3)nc2C)CC1	0	0.25	-12	-0.3	-5	-0.78	-1.1	-2.7	-5
NC(=O)C1CCN(CC(=O)N2c3ccccc3CCc3ccccc32)CC1	-8	-0.39	-5	0.5	-12	-0.51	0.7	0.7	-6
COc1ccc(C2=NOC(C(=O)NC(C)(C)C)C2)cc1 (configuration not stated)	-1	-0.17	7	0.3	-18	1	0.1	-0.2	8
O=c1c2c3c(sc2n2cnnc2n1Cc1ccccc1)CN(Cc1ccccc1)CC3	-14	0.068	-3	-1.9	.	-0.47	-0.3	1.4	.
CCOC(=O)C1=C(C)NC(SCC(=O)Nc2cc(C)on2)=C(C#N)C1c1cccs1 (configuration not stated)	16	-0.31	.	0.1	11	0.46	0.3	2.9	-7
Cn1cnc2c1c(=O)n(Cc1cccc(Br)c1)c(=O)n2C	6	0.42	.	0.0	-5	0.11	0.0	-2.1	0
CCOC(=O)c1c(C)n(C)c2ccc(OCC(O)CN3C(=O)c4ccccc4S3(=O)=O)cc12 (configuration not stated)	20	7.2*	-124	-0.3	-10	-0.81	0.4	-2.1	-1
Nc1ccc2oc(-c3cccc4ccccc34)nc2c1	14	0.43	12	-1.0	22	-0.25	-1.6	-1.3	-16
CCC1(CC)C(=O)C(C)(C)C(=O)OC1c1cccs1 (configuration not stated)	-10	-0.031	13	0.1	-2	-0.59	-0.8	-0.6	-4
Cc1ccc(S(=O)(=O)N(Cc2cc3cc4c(cc3[nH]c2=O)OCCO4)CC2CCCO2)cc1 (configuration not stated)	-5	-0.51	-5	0.2	-6	0.2	1.3	2.4	-8
Cn1c(SCC(=O)N2c3ccccc3Sc3ccccc32)nnc1-c1ccco1	4	0.82	8	-0.5	14	-1.1	0.2	-0.8	5
CCOc1ccc(CCNC(=O)C2CCN(c3nnc(-n4cccc4)s3)CC2)cc1OCC	-12	-0.88	9	-0.2	-4	-1.3	4.5	-0.5	-2
CCCCN(CC)CCNc1c(N2CCN(C(=O)OCC)CC2)c(=O)c1=O	0	-0.0065	-4	-0.9	-16	-2.1*	0.4	-2.3	-3
CCOC(=O)c1cccc(NC(=O)CCn2nnc3ccccc32)c1	2	-1.2	1	-0.9	0	-0.0048	-0.1	-2.0	3
Cc1ccc(CNC(=O)c2ccc(Cn3nc(C)c(Cl)c3C)o2)cc1	3	-0.5	2	-0.5	8	0.76	0.1	-1.7	8
CCOc1ccc(NC(=O)C/C(N)=N/O)cc1	-4	0.23	.	-1.6	17	-0.47	0.6	-0.8	4
O=S(=O)(/C=C/c1ccccc1)N1CCN(c2ccccc2)CC1	9	0.78	3	-1.0	3	0.33	-0.2	-1.6	1
CCOC(=O)Nc1ccc2c(c1)Sc1ccccc1N2C(=O)CCN1CCOCC1	23	1.4	-17	1.0	12	-3.5*	0.3	1.3	-9
CCNCCNC(=O)c1c(O)c2c([nH]c1=O)CCCC2	1	0.29	-18	-0.3	-6	0.44	1.3	-3.6	1
c1ccc2c(c1)CNC1(CCCCC1)C2	-6	0.11	2	0.0	-4	-0.02	-0.3	0.8	-7
Cc1csc(SC(C)C(=O)Nc2ccc(S(=O)(=O)N3CCCC3)cc2)n1 (configuration not stated)	-6	-0.033	23	0.5	0	0.0014	-0.3	-0.5	-6
CC(CCc1ccccc1)NC(=O)C1CCN(S(=O)(=O)N2CCCCC2)CC1 (configuration not stated)	6	-0.11	18	-0.2	15	-0.24	-1.0	-2.9	5
CCCc1nc(SCC(=O)Nc2ccccc2OC)c2c(=O)n(C)c(=O)n(C)c2n1	-2	0.91	-6	-0.8	11	0.016	1.0	-1.5	2
CC(=O)NC1(c2ccccc2)CCN(C(=O)N2CCOCC2)CC1	4	.	.	.	-5	.	-0.3	0.8	.
CCc1c(C)nc(Nc2nc(C)c3cc(OC)ccc3n2)[nH]c1=O	7	4.1*	-76	0.1	-12	-0.38	0.6	4.3	-1
O=C(Nc1ccc(NC(=O)c2ccco2)nc1)c1cccnc1	4	0.61	8	-0.5	-15	-0.22	-0.9	0.6	1
CCOC(=O)N1CCN(C(=O)c2cc3c(-c4ccc(Cl)cc4)nn(C)c3s2)CC1	-1	0.044	-10	-1.5	13	-0.43	0.8	-1.8	0
CC1(C)NC(=O)N(CC(O)COc2ccc(-c3ccccc3)cc2)C1=O (configuration not stated)	5	0.42	-1	-1.2	-2	-0.43	0.1	-3.3	6
O=C(O)CN1C(=O)CC(Cc2ccccc2)C1=O (configuration not stated)	3	-0.23	-14	0.5	4	-0.33	-0.5	-4.6	-2
O=C1c2ccccc2C(=O)N1Cc1ccc2c(c1)OCO2	2	-1.7	.	-0.7	-6	-0.22	-0.1	1.1	0
CCOc1ccc2nc(NC(=O)c3ccoc3C)sc2c1	-6	0.37	-2	-0.1	-4	-0.054	0.5	1.0	42*
COc1ccc(CCNc2oc(-c3ccc(C)cc3)nc2C#N)cc1OC	2	0.54	-22	0.6	3	-0.082	0.8	-0.4	-3
COc1cc(C(=O)NC2CC3CCCC(C2)N3CC(=O)Nc2ccccc2)cc(OC)c1OC (configuration not stated)	7	-0.038	-15	-0.1	2	-0.49	-0.9	3.4	2
CC(=O)C1C(c2cccc(Oc3ccccc3)c2)NC(=O)NC1(O)C(F)(F)F (configuration not stated)	-8	-0.25	-15	1.1	-16	0.12	-0.5	-2.6	-1
N#CCC(=O)Nc1ncn(Cc2ccccc2Cl)n1	0	0.038	-1	-0.8	0	0.2	0.3	-1.3	1
CCNC(=O)CCc1nc(-c2ccc(C(C)(C)C)cc2)no1	1	-0.56	3	-0.9	-4	-0.69	0.3	3.0	1
CCCOc1ccc(NC(=O)c2c(-c3ccccc3)noc2C)cc1	9	1.6	-14	-0.6	8	0.066	0.4	2.9	3
Cc1ccc(CCN2CC(C(=O)NCCN3CCOCC3)CC2=O)cc1 (configuration not stated)	-12	-0.2	-10	0.2	-5	0.097	-1.1	-3.1	1
CCCCSc1nc2c(cc1C#N)CCC2	13	0.57	10	-0.6	15	-0.1	-1.1	-3.9	4
COCCN1C(=O)C(=O)/C(=C(/O)c2cccc(OC)c2)C1c1ccco1 (configuration not stated)	0	0.34	.	.	-3	0.087	0.8	-0.6	.
COC(=O)c1sc(NC(=O)c2cnccn2)c(C(=O)OC)c1C	0	0.33	-1	-1.0	-4	-0.066	-0.8	-3.6	6
COc1ccc(-c2cc(C(=O)N3CCOCC3)no2)cc1OC	0	-0.4	-14	-1.3	2	0.31	-0.1	-1.8	-4
CC(=O)Nc1cc2c(nc1C)nc(C)n2Cc1ccc(Br)cc1	9	-1.8	-9	-0.4	-5	-0.0086	-0.9	-3.4	12
CCOc1ccccc1NC(=O)CN(c1ccc(C)cc1)S(=O)(=O)c1c(C)n[nH]c1C	13	-1.2	6	0.4	24	-2.4*	-1.0	0.7	-6
O=C(CSc1nc2scc(-c3ccco3)c2c(=O)n1-c1ccccc1)N1CCOCC1	17	-0.76	.	-0.8	12	0.046	0.1	1.4	1
Cc1ccc(Cn2cnc3c(nnn3Cc3ccc(Cl)cc3)c2=O)cc1	-7	0.86	-17	-0.7	-1	0.36	0.4	-5.4	2
CCC(=O)Nc1cc(C(C)C)c(O)cc1C	8	-0.52	.	-1.1	-5	0.058	0.7	-3.7	4
Cc1ccc(C)c(N(C(=O)Cn2nnc3ccccc32)C(C(=O)NCc2ccco2)c2ccncc2)c1 (configuration not stated)	-6	-0.49	10	-1.2	12	0.58	1.1	-0.2	6
CCCCCn1ccc(=N)cc1	-9	-1.9	-4	-1.0	-6	-0.2	-0.9	-1.7	17
COC(=O)CSc1ccc2nnc(-c3ccc(F)cc3)n2n1	0	-1.4	1	-0.5	-11	0.42	-0.8	-0.9	-5
Cc1ccc(NC(=O)c2ccccc2F)nc1	-1	-0.64	-5	0.6	5	0.27	0.6	-0.7	2
